LYPLA1 counter: LYPLA1 inhibitors, primary screen, counter-screen for PME1 inhibitor project, biochemical, fluorescence polarization, FP-Rh probe ABPP; recombinant LYPLA1; inhibition, % at 5.9 µM; hit rate 0.16% among 320,000;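 active = inhibition above the mean of all tested compounds plus 3 SD, set per campaign, cut at about 14% in these data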;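 note: inhibitors block serine hydrolase probe labeling of LYPLA1 so polarization falls; 0% = enzyme with DMSO and 100% = wells lacking LYPLA1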
LYPLA2 counter: LYPLA2 inhibitors, primary screen, counter-screen for PME1 inhibitor project, biochemical, fluorescence polarization, FP-Rh probe ABPP | Acyl-protein thioesterase 2 (Homo sapiens), O95372 | AID 2177, 2009 | hit rate 0.38% among 320,000 | inhibition, % at 5.9 µM | recombinant LYPLA2;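 active = inhibition above the screen-wide mean plus 3 SD, limit set per campaign, cut at about 26% in these data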;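 note: 0% = LYPLA2 with DMSO and 100% = wells lacking LYPLA2 enzyme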
ZTA counter: counter-screen for EBNA-1 inhibitors: inhibitors of Epstein-Barr virus ZTA; P03206; hit rate 0.15% among 320,000; ZTA-DNA binding, fluorescence polarization; inhibition, % at 11 µM; in the data active = inhibition above about 33%
PAFAH2 FP inh: PAFAH2 enzyme inhibitors, primary screen, biochemical, fluorescence polarization, human; hit rate 0.99% among 340,000; recombinant PAFAH2, FP-rhodamine activity probe; inhibition, % at 3.39 µM; Platelet-activating factor acetylhydrolase 2, cytoplasmic (Homo sapiens), Q99487;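 active = inhibition above the mean over all tested compounds plus 3 SD, cut at about 30% in these data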;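 note: inhibitors block probe labeling of enzyme so polarization drops; 0% = enzyme with DMSO and 100% = wells lacking PAFAH2 protein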
EBNA-1 inh: EBNA-1 DNA-binding inhibitors, primary screen, biochemical, fluorescence polarization. inhibition, % at 14.8 µM. hit rate 0.34% among 300,000. AID 1950, 2009; in the data active = inhibition above about 28%
GSTO1 inh: inhibitors of recombinant GSTO1, primary screen, counter-screen for RBBP9 inhibitor project, biochemical, fluorescence polarization | Glutathione S-transferase omega-1 (Homo sapiens), P78417 | activity-based probe fluorescence polarization | inhibition, % at 5.96 µM | hit rate 1.1% among 300,000;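 active = inhibition above the campaign mean inhibition plus 3 SD, cut at about 35% in these data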;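 note: 0% = GSTO1-1 with DMSO and 100% = wells lacking GSTO1-1 enzyme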
Target sequence (P78417 whole entry, looked up): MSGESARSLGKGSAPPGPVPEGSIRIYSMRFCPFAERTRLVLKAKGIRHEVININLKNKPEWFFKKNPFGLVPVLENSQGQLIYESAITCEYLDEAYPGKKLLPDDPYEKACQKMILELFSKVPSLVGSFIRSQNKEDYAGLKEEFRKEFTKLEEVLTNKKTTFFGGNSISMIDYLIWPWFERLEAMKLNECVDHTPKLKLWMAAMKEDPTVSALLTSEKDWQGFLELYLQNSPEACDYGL
PREPL inhibitor: PREPL enzyme inhibitors, primary screen, biochemical, fluorescence polarization; inhibition, % at 5.96 µM; recombinant PREPL, fluorescence polarization activity-based probe; hit rate 0.68% among 320,000; AID 2751, 2010; Prolyl endopeptidase-like (Homo sapiens), Q4J6C6; in the data active = inhibition above about 43%;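 note: 0% = enzyme with DMSO and 100% = wells lacking enzyme; many of its hits are not listed in these tables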
PAD4 FP inh: human PAD4 inhibitors, primary screen, biochemical, fluorescence polarization, 1536-well format | Protein-arginine deiminase type-4 (Homo sapiens), Q9UM07 | recombinant PAD4, RCA probe fluorescence polarization | inhibition, % at 6.36 µM | hit rate 0.41% among 330,000 | AID 485272, 2010;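 active = percent inhibition above a cutoff equal to the mean of all tested compounds plus 3 SD, cut at about 15% in these data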;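 note: 0% = PAD4 with RCA probe and DMSO and 100% = probe without PAD4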
Target sequence (Q9UM07 whole entry, looked up): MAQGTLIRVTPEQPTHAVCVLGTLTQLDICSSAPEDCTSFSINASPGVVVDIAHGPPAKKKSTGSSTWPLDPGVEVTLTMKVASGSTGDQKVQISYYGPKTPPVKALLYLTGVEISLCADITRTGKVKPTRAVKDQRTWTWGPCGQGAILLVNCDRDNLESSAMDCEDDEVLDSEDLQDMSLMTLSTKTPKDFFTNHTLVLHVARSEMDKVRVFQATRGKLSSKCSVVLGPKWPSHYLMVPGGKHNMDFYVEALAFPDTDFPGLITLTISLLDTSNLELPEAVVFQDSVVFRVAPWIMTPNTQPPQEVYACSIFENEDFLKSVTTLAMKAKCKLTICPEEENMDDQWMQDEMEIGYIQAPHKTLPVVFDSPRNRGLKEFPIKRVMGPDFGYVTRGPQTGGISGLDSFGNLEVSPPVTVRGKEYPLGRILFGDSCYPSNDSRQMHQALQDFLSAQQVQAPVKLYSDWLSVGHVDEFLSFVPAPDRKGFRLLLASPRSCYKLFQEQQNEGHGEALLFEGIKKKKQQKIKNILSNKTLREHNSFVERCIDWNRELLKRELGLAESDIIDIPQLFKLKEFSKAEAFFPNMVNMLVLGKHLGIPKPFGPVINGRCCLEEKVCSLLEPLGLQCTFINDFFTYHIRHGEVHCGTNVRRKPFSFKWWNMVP
PAFAH1B3 inh: PAFAH1B3 enzyme inhibitors, primary screen, biochemical, fluorescence polarization, human; Platelet-activating factor acetylhydrolase IB subunit alpha1 (Homo sapiens), Q15102; recombinant PAFAH1B3, FP-rhodamine probe; inhibition, % at 3.39 µM; hit rate 0.28% among 340,000;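 active = inhibition above the screen-wide average of all tested compounds plus 3 SD, cut at about 25% in these data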;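 note: 0% = enzyme with DMSO only and 100% = wells lacking PAFAH1B3 protein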
* hit, by the source's call; · = no result given. The list is partial; the hit share may differ from the screen's.

Start of the data: the first 4 compounds (preview)
SMILES	LYPLA1 counter	LYPLA2 counter	ZTA counter	PAFAH2 FP inh	EBNA-1 inh	GSTO1 inh	PREPL inhibitor	PAD4 FP inh	PAFAH1B3 inh
O=C(NCc1cccs1)c1cccnc1SCCS(=O)(=O)c1ccc(C(F)(F)F)cn1	-3	-6	7	·	-5	9	2	-1	·
Cc1cccc(NC(=O)CSc2nnc(Cn3nnc(-c4ccccc4)n3)n2-c2ccccc2)c1	7	-10	9	-8	4	1	-1	1	3
C[C@H](CO)N1C[C@H](C)[C@@H](CN(C)C(=O)Nc2ccccc2)Oc2c(NC(=O)c3ccncc3)cccc2C1=O	·	·	·	0	·	·	28	3	9
CCNc1nc(Oc2ccc(C(=O)OCC)cc2)nc(SC)n1	1	-1	4	-2	7	1	-6	-2	3

This part in full (from the top)
SMILES	LYPLA1 counter	LYPLA2 counter	ZTA counter	PAFAH2 FP inh	EBNA-1 inh	GSTO1 inh	PREPL inhibitor	PAD4 FP inh	PAFAH1B3 inh
O=C(NCc1cccs1)c1cccnc1SCCS(=O)(=O)c1ccc(C(F)(F)F)cn1	-3	-6	7	·	-5	9	2	-1	·
Cc1cccc(NC(=O)CSc2nnc(Cn3nnc(-c4ccccc4)n3)n2-c2ccccc2)c1	7	-10	9	-8	4	1	-1	1	3
C[C@H](CO)N1C[C@H](C)[C@@H](CN(C)C(=O)Nc2ccccc2)Oc2c(NC(=O)c3ccncc3)cccc2C1=O	·	·	·	0	·	·	28	3	9
CCNc1nc(Oc2ccc(C(=O)OCC)cc2)nc(SC)n1	1	-1	4	-2	7	1	-6	-2	3
COC(=O)c1sc2ccc(C)cc2c1C(=O)OC	-2	2	2	2	11	5	-6	2	-2
COc1ccccc1-c1nnc(SC/C(O)=C(\C#N)c2nc3ccccc3[nH]2)n1C1CCCCC1	-1	0	11	9	2	4	-11	-9	11
Cc1ccc(N(CC(=O)N=Nc2c(O)[nH]c3ccccc23)S(C)(=O)=O)c(C)c1	7	4	-3	3	-10	7	2	-8	3
CCOc1ccc(/C(C)=N/NC(=O)c2nnn(-c3nonc3N)c2-c2cccs2)cc1	2	8	-2	5	5	3	11	-4	4
Cc1nnc(SCC(=O)Nc2nccs2)[nH]c1=O	-2	-7	3	6	-7	1	-2	-1	3
Cc1cccc2sc(N(CCN(C)C)C(=O)/C=C/c3cccs3)nc12	-3	-5	3	-2	-6	-4	4	-4	-4
NC(=O)C1CCN(C(=O)CN2CCCc3ccccc32)CC1	4	-2	10	-9	13	9	20	-4	0
O=C(OCc1nnc(-c2ccccc2)o1)c1cccnc1Cl	-5	-7	-13	21	-5	12	1	-1	3
CC(Oc1ccccc1)C(=O)N=C1SC2CS(=O)(=O)CC2N1c1cccc(F)c1 (stereo not drawn)	1	7	6	-7	-1	2	2	-2	2
O=C(NCc1ccco1)/C(=C/c1ccco1)NC(=O)c1ccccc1	0	10	-13	7	-12	-2	18	-2	7
CCN(c1ccccc1)S(=O)(=O)c1ccc(N2CCN(c3ccccc3O)CC2)nc1	-7	0	19	2	·	·	29	-4	0
Cn1nnc2cc(NC(=O)N3CCN(c4ccccn4)CC3)ccc21	4	-3	1	-11	-2	2	8	2	2
O=C(N/N=C\c1cccnc1)c1cc(-c2ccccc2)nc2c(Cl)cccc12	-19	-34	-15	-26	-12	-15	-8	13	-5
Cc1ccc(-c2noc(-c3ccccc3C(=O)NCC3CCCO3)n2)cc1 (stereo not drawn)	5	4	8	-1	-1	4	13	-4	4
CNC(=O)CSc1nc2c(c(=O)n(C)c(=O)n2C)n1Cc1ccc(C)cc1	3	3	14	-1	-1	-2	-2	-6	2
CC(=O)Nc1ccc(N=NC2C(=O)N(C(N)=S)N=C2C)cc1 (stereo not drawn)	0	3	3	-3	0	-4	3	0	3

A different layout for some results above:
molecule | LYPLA1 counter | LYPLA2 counter | ZTA counter | PAFAH2 FP inh | EBNA-1 inh | GSTO1 inh | PREPL inhibitor | PAD4 FP inh | PAFAH1B3 inh
O=C(NCc1ccco1)/C(=C/c1ccco1)NC(=O)c1ccccc1 | 0 | 10 | -13 | 7 | -12 | -2 | 18 | -2 | 7
CCN(c1ccccc1)S(=O)(=O)c1ccc(N2CCN(c3ccccc3O)CC2)nc1 | -7 | 0 | 19 | 2 | · | · | 29 | -4 | 0

Four records picked at random from the list so far, as already listed:
SMILES	LYPLA1 counter	LYPLA2 counter	ZTA counter	PAFAH2 FP inh	EBNA-1 inh	GSTO1 inh	PREPL inhibitor	PAD4 FP inh	PAFAH1B3 inh
O=C(NCc1ccco1)/C(=C/c1ccco1)NC(=O)c1ccccc1	0	10	-13	7	-12	-2	18	-2	7
CCNc1nc(Oc2ccc(C(=O)OCC)cc2)nc(SC)n1	1	-1	4	-2	7	1	-6	-2	3
Cc1cccc2sc(N(CCN(C)C)C(=O)/C=C/c3cccs3)nc12	-3	-5	3	-2	-6	-4	4	-4	-4
COC(=O)c1sc2ccc(C)cc2c1C(=O)OC	-2	2	2	2	11	5	-6	2	-2

The listing continues.
SMILES	LYPLA1 counter	LYPLA2 counter	ZTA counter	PAFAH2 FP inh	EBNA-1 inh	GSTO1 inh	PREPL inhibitor	PAD4 FP inh	PAFAH1B3 inh
Cc1ccc(/C=C(\CCC(=O)O)c2nc3ccccc3s2)cc1[N+](=O)[O-]	-4	-5	2	9	11	-9	15	4	5
O=C1CCCC2=C1C(c1ccncc1)c1c(nc(SCc3ccccc3)[nH]c1=O)N2 (stereo not drawn)	-1	5	10	-1	3	-6	2	7	8
Cc1ccccc1C(=O)OCC(=O)Nc1cccc(S(=O)(=O)NC2=NCCC2)c1	·	·	·	14	·	·	35	-8	5
CC1(c2ccccc2)NC(=O)N(NC(=O)CSc2n[nH]c(N)n2)C1=O (stereo not drawn)	-2	0	10	2	4	3	-3	2	5
CCN=C1S/C(=C\c2sccc2C)C(=O)N1CC	-1	-1	26	-5	-3	6	-7	-5	6
O=C(COc1ccc(S(=O)(=O)N2CCc3ccccc32)cc1Cl)NCc1ccccn1	-2	0	-7	7	9	-10	4	-5	7
COc1cccc(NC(=O)C2C3C=CC(O3)C2C(=O)NCc2cccnc2)c1 (stereo not drawn)	4	4	8	5	10	6	-7	5	4
CCCCC1=CC2=CC(=O)C(C)(OC(=O)CC)C(=O)C2=CN1c1cccc(C#N)c1 (stereo not drawn)	-1	-4	-8	14	-9	21	16	-1	1
Oc1c(Br)cc(Cl)cc1C=Nc1ccccc1Br	1	1	0	-2	1	5	1	-1	11
CCN(C(=O)CSc1ncn[nH]1)c1cccc2ccccc12	-1	-4	-8	-2	-15	0	8	-3	9
COc1cccc(CNC(=O)C(=O)NCC2CCCN2S(=O)(=O)c2cc(C)ccc2C)c1 (stereo not drawn)	-2	-2	-6	5	2	0	7	-9	3
OCCNc1nc(-c2ccccc2)c2cc(Cl)ccc2n1	-4	-2	17	-3	1	-4	-5	-4	10
CCCCS(=O)(=O)Nc1ccc2cn[nH]c2c1	-4	2	-8	6	0	6	-1	-3	10
CCOC(=O)/C(C#N)=C1/C=Nc2ccccc2N1	-3	-8	11	4	2	-4	4	3	5
Cc1nc(SCC(=O)Nc2ccc(OCc3ccccc3)cc2)n[nH]1	-7	-1	-1	-6	-1	4	14	-5	7
CCN1CCN(C(=S)c2ccc([N+](=O)[O-])cc2)CC1	3	4	-9	-1	-5	3	0	4	7
Cc1ccccc1OCC(=O)Nc1ccc(N2CCN(C(=O)c3ccco3)CC2)cc1	6	3	-7	9	-12	1	58*	-4	1
CN(C)C(=O)N1CCN(C(=O)N2CCOCC2)CC1	1	-2	16	5	2	10	4	5	7
CCOC(=O)C1CCN(C(=O)/C=C/c2ccccc2OC)CC1	2	7	4	-14	16	-6	24	2	5
CN(c1ccccc1C(=O)N1CCOCC1)S(C)(=O)=O	-4	-4	-7	2	-2	-1	-4	-3	-8

3 compounds already listed, arranged by molecular weight, ascending:
SMILES	LYPLA1 counter	LYPLA2 counter	ZTA counter	PAFAH2 FP inh	EBNA-1 inh	GSTO1 inh	PREPL inhibitor	PAD4 FP inh	PAFAH1B3 inh
CN(c1ccccc1C(=O)N1CCOCC1)S(C)(=O)=O	-4	-4	-7	2	-2	-1	-4	-3	-8
CC1(c2ccccc2)NC(=O)N(NC(=O)CSc2n[nH]c(N)n2)C1=O (stereo not drawn)	-2	0	10	2	4	3	-3	2	5
Oc1c(Br)cc(Cl)cc1C=Nc1ccccc1Br	1	1	0	-2	1	5	1	-1	11

Continuation.
SMILES	LYPLA1 counter	LYPLA2 counter	ZTA counter	PAFAH2 FP inh	EBNA-1 inh	GSTO1 inh	PREPL inhibitor	PAD4 FP inh	PAFAH1B3 inh
COc1ccc(S(=O)(=O)N2CCC(C(=O)NN3CCCCC3)CC2)cc1OC	-1	0	13	8	·	·	3	3	11
COC(=O)c1ccc(NC(=O)C2CCCO2)cc1 (stereo not drawn)	1	-10	-2	1	7	5	-4	0	6
COc1ccc(NC(=S)N(CCN2CCCCC2)Cc2ccco2)cc1	4	4	-19	4	-4	9	6	1	1
O=C(c1ccccc1)c1cccc(NC(=O)c2ccco2)c1	-8	-5	-7	-5	-4	-3	4	1	7
COC(=O)CCC(=O)NNC(=O)C1CC1(c1ccccc1)c1ccccc1 (stereo not drawn)	4	-4	-12	7	7	4	12	3	1
COC(=O)c1ccc(C(C(=O)NC2CCCCC2)N(Cc2ccccc2)C(=O)Cc2cccs2)cc1 (stereo not drawn)	1	4	-5	2	-6	12	14	3	2
O=C1C2C(C(=O)N1/N=C/c1ccco1)C1C=CC2C12CC2 (stereo not drawn)	1	3	6	4	0	3	0	4	0
O=C(c1ccco1)N1CCN(Cc2nnc(-c3cccc(Br)c3)o2)CC1	1	0	3	1	-5	7	17	2	4
Nc1ncnc2c1ncn2[C@H]1C[C@H](O)[C@@H](CO)O1	-5	-5	-1	3	-13	-3	4	-7	1
CC(=O)c1cccc(NC(=O)c2ccc3c(=O)n4c(nc3c2)CCCCC4)c1	-4	1	-1	-4	-8	-3	4	-1	9
CCOc1ccccc1C(=O)Nc1cccc2cccnc12	-3	-2	-13	-3	-4	-5	14	-6	0
Cc1ccc(SCC(=O)Nc2ccc3c(c2)C(=O)NC3=O)cc1	-2	-7	-8	·	-4	1	-10	-8	·
Cc1cccc(NS(=O)(=O)c2nnc(NC(=O)c3ccc(C)c(C)c3)s2)c1	0	-1	-6	14	-4	-43	-10	-2	0

High-throughput results deposited in PubChem BioAssay by The Scripps Research Institute Molecular Screening Center.
